# Screening data (PubChem)
# hcDAF12 agonist = H. contortus DAF-12 nuclear receptor activators, primary screen, cell-based, luminescence, HEK293, lit1-tk-luc reporter; activation, % at 6.8 µM; HEK293 hcDAF-12 lit1-tk-luc reporter; 0% DMSO, 100% Δ7-dafachronic acid; AID 652067, 2013; actives 1.4% (n = 370,000);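 active = activation above the mean of all tested compounds plus 3 SD, cut at about 5.5% in these data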;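 also: 100% = response to 3 µM Δ7-dafachronic acid high control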
# hgDAF-12 ag = H. glycines DAF-12 receptor agonists, primary screen, cell-based, luminescence, HEK293, GAL4 fusion, UAS-luciferase | HEK293 GAL4-hgDAF12 UAS-luciferase reporter, agonist luminescence; normalized to butyrate control | activation, % at 6.8 µM | actives 1.8% (n = 370,000);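 active = activation above a cutoff set at the mean of all screened compounds plus 3 SD, cut at about 10% in these data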;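 also: 0% = DMSO wells and 100% = sodium butyrate wells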
# DAX1 inh-1 = DAX1 (NR0B1) inhibitors on StAR promoter, primary screen, cell-based, luminescence, SF-1 (NR5A1), full-length DAX-1; HEK293T StAR-luciferase reporter, SF-1/DAX-1 repression relief; inhibition, % at 6.8 µM; actives 1.1% (n = 370,000); AID 652010, 2013;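 active = inhibition above the mean over all tested compounds plus 3 SD, cut at about 3.6% in these data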;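 also: 0% = DAX-1 cells with DMSO and 100% = cells lacking DAX-1 with DMSO; higher inhibition means more luminescence from relief of DAX-1 repression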
# ssDAF12 agonist = S. stercoralis DAF-12 nuclear receptor activators, primary screen, cell-based, luminescence, HEK293, GRIP1 co-expression, lit1-tk-luc; activation, % at 6.8 µM; actives 1% (n = 370,000); AID 652126, 2013; HEK293 ssDAF-12/GRIP1 lit1-tk-luc reporter; % of 3 µM dafachronic acid response;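 active = activation above the mean over all tested compounds plus 3 SD, cut at about 0.9% in these data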;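 also: 0% = DMSO-only wells and 100% = 3 µM delta7-dafachronic acid wells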
# DAX1 inh-2 = DAX1 (NR0B1) inhibitors, primary screen, cell-based, HEK293, Gal4-DAX1, luciferase luminescence. HEK293 Gal4-DAX1 luciferase reporter. inhibition, % at 6.75 µM. actives 0.99% (n = 340,000). AID 504766, 2011;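 active = inhibition above the mean over all tested compounds plus 3 SD, cut at about 4.2% in these data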;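 also: 0% = DAX1-transfected cells with DMSO and 100% = empty-vector control cells with DMSO; inhibition shows as a rise in luminescence from relieved DAX1 repression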
# MBD2 inh = inhibitors of MBD2 binding to methylated DNA, primary screen, biochemical, TR-FRET, DNA-binding domain, human; MBD2 binding to methylated oligonucleotide; inhibition, % at 4.4 µM; actives 0.31% (n = 370,000); AID 686964, 2013; in the data active = inhibition above about 13%
# SMARCA2 activ = SMARCA2 (BRM) function activators, primary screen, cell-based, luminescence, high throughput; MG213 cells, MMTV-luciferase reporter, dexamethasone, overnight; activation, % at 9.1 µM; actives 1% (n = 370,000); AID 652017, 2013; in the data active = activation above about 7.8%;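 also: 0% = vehicle wells and 100% = reference activator wells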
# PLC-gamma1 inh = PLC-gamma1 enzyme inhibitors, primary screen, biochemical, fluorescence, purified enzyme; 1-phosphatidylinositol 4,5-bisphosphate phosphodiesterase gamma-1 (Homo sapiens), P19174; fluorogenic substrate; inhibition, % at 12.2 µM; actives 0.84% (n = 370,000); AID 720700, 2013; in the data active = inhibition above about 9.5%
# PLC-beta3 inh = human PLC-beta3 inhibitors, primary screen, biochemical, fluorescence | inhibition, % at 12.2 µM | Purified PLC-beta3, fluorogenic substrate | 1-phosphatidylinositol 4,5-bisphosphate phosphodiesterase beta-3 (Homo sapiens), Q01970 | AID 720704, 2013 | actives 0.18% (n = 370,000); in the data active = inhibition above about 11%;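 also: 0% = median of compound wells on plate and 100% = full blocker control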
# Target sequence (Q01970 whole entry, looked up): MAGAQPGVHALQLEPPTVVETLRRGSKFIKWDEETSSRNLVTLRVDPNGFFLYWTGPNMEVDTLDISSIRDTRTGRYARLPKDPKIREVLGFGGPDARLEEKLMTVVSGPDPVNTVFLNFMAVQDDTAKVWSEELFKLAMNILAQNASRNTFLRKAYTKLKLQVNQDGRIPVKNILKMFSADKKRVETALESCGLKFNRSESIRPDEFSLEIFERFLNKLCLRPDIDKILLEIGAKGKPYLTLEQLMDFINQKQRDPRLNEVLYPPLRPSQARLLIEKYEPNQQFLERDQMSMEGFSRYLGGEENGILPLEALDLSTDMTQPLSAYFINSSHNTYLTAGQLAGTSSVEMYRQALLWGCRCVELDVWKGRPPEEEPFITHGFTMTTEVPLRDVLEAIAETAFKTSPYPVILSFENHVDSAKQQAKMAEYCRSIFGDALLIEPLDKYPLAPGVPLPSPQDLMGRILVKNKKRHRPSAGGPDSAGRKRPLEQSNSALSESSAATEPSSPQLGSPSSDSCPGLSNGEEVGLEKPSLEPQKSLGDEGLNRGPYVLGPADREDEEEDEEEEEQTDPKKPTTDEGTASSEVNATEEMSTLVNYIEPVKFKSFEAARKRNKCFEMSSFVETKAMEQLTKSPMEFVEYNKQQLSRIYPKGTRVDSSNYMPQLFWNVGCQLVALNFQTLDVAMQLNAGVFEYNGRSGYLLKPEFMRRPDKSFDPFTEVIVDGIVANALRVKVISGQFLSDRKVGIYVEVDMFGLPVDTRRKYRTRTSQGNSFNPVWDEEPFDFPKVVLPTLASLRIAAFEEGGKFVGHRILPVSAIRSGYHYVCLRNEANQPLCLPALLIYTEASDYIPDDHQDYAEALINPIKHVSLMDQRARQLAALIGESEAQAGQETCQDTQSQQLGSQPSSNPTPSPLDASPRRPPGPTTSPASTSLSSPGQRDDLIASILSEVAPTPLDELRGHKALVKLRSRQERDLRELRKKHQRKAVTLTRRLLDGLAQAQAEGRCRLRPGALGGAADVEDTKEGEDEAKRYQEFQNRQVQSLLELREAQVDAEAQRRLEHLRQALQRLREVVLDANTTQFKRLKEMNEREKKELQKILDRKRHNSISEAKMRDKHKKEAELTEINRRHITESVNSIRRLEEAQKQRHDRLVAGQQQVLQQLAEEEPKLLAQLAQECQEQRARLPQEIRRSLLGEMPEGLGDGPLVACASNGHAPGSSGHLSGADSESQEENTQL
# ADAM17 inh = ADAM17 inhibitors, primary screen, biochemical, QFRET. Disintegrin and metalloproteinase domain-containing protein 17 (Homo sapiens), P78536. recombinant ADAM17, EDANS/DABCYL FRET peptide cleavage. inhibition, % at 6.95 µM. actives 0.83% (n = 370,000);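 active = inhibition above the mean of compounds lying between control limits plus 3 SD, set per campaign, cut at about 8.5% in these data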;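 also: 0% = DMSO-only wells as the low control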
# Rev-erbA mod = modulators of Rev-erb alpha DNA binding, primary screen, biochemical, FITC-DNA, fluorescence polarization, uHTS. Nuclear receptor subfamily 1 group D member 1 (Homo sapiens), P20393. Rev-erbα–FITC-DNA binding, 90 min. activity, % at 10 µM. actives 0.79% (n = 370,000);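 active = activity above about 14%, limit read from the data; passing the limit was not always enough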;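 also: 0% = DMSO wells with 35 nM protein and 100% = DMSO wells with 750 nM protein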
# The depositor's hits bear a star; / = no result given. Compounds as they come; any-hit rate near 7.4%.
SMILES,hcDAF12 agonist,hgDAF-12 ag,DAX1 inh-1,ssDAF12 agonist,DAX1 inh-2,MBD2 inh,SMARCA2 activ,PLC-gamma1 inh,PLC-beta3 inh,ADAM17 inh,Rev-erbA mod
Cn1nc(C(=O)OCC(=O)c2ccc[nH]2)c2ccccc2c1=O,-0.3,3.2,0.2,-1.2,0.1,-7,-1,3,-1,2,-3
O=Cc1ccc(OCCOc2ccc([N+](=O)[O-])cc2)cc1,-1.9,2.3,-0.4,-0.3,0.6,-1,-3,1,-2,0,5
N#Cc1cc2c(nc1SCc1ccccc1)CCCCC2,-1.9,-2.0,0.1,-1.2,1.1,-3,2,1,0,-2,-2
CCOC(=O)N1CCN(S(=O)(=O)c2ccc(NC(C)=O)cc2)CC1,-0.9,-1.9,-0.3,-0.8,-0.1,-3,-2,2,2,0,-4
Cc1cccc(Oc2nccc(C(F)(F)F)c2C(=O)Nc2ccc(F)cc2F)c1,-1.5,1.9,-0.5,-1.6,-0.9,-2,-3,7,-1,2,2
COCCNC(=O)Cc1cn(C)c2ccccc12,-1.9,-1.6,0.0,-1.0,0.0,3,0,-2,0,2,-1
COC(=O)c1cccc(CC2(C)C(=O)Nc3cc(-c4ccccc4Cl)ccc32)c1 (stereo not given),0.9,3.0,2.7,-1.4,/,-6,-5,14*,8,7,2
CCCC(c1nnnn1Cc1ccc(OC)cc1)N1CCN(c2ccccc2OC)CC1 (stereo not given),-1.8,-2.0,-1.1,-1.1,-0.3,1,-1,1,0,-1,-3
CCN(CC)c1ccc(NC(=O)CN2CCN(c3ccccn3)CC2)cc1,-1.3,-0.9,-0.1,-1.2,0.0,-3,-2,0,-5,1,-1
O=C(O)CCNC(=O)c1ccc(Br)o1,-2.5,0.5,0.6,-0.9,-1.3,1,-2,12*,6,6,3
CC(C)C[C@@H]1CC2=C(C(=O)OC(C)(C)O2)[C@H](CCc2ccccc2)O1,1.7,1.4,0.5,-0.5,/,-1,3,1,-1,-2,-1
CCN(Cc1ccncc1)C(=O)CCc1nnc(CCc2ccc(OC)cc2)o1,-0.6,1.7,-0.2,-1.2,0.6,1,-2,3,5,-2,1
COc1ccc(CC(=O)N2CCCC(CNC(=O)c3ccccc3Cl)C2)cc1 (stereo not given),-0.8,-2.8,-0.7,-1.0,-0.8,-1,2,6,-1,0,-2
COc1cc(/C=N/n2c(C)nc3ccccc3c2=O)ccc1O,-1.4,3.6,-0.7,-1.2,0.0,0,-2,-1,-2,-2,3
COc1ccc2[nH]c(=O)c(CN(C)C(=O)c3ccncc3)cc2c1,-1.5,-0.7,-0.4,-1.1,1.2,-2,-1,-19,-24,-37,-1
Cc1nn(C)c(Cl)c1C(N)=O,-0.1,3.2,-0.4,-1.4,1.9,5,1,1,4,-1,-2
CCN(CC(=O)NCc1ccccn1)S(=O)(=O)c1cc(Cl)ccc1Cl,-1.5,0.1,-1.2,-1.2,-0.5,8,-1,3,-9,-2,-5
O=C(CNC(=O)c1ccco1)NCC(=O)OCc1ccc(F)cc1,-0.7,-1.9,-0.2,-1.2,0.1,4,-1,-1,-4,0,4
CC(=O)Nc1cc(-c2ccc(CO)cc2)cn2c(-c3ccc(F)c(Cl)c3)cnc12,-1.9,-2.2,-2.5,-1.6,/,-1,-3,-56,-72,-17,1
Cc1ccccc1N(CC(=O)NC1CCCC1)C(=O)CS(=O)CC(=O)Nc1ccc2c(c1)OCO2 (stereo not given),-1.2,0.6,0.4,-1.6,0.1,4,-2,-1,2,-7,-9
O=C(CCN1CCN(C(c2ccccc2)c2ccccc2)CC1)N/N=C/c1ccc(O)cc1O,-2.5,-6.4,-0.9,-0.6,-1.7,-5,-3,-6,-8,-5,2
CCCn1c(SCC(=O)N2CCN(c3ccc(OC)cc3)CC2)nc2c1c(=O)n(C)c(=O)n2C,-1.8,-3.9,-0.9,-1.0,0.3,-4,0,1,-8,-2,1
Nc1[nH]c2cc(Cl)ccc2c1C(=O)N1CCOCC1,3.5,0.9,0.5,0.2,/,-5,-4,-5,-7,1,-2
CC(C)NC(=O)N(C)C[C@@H]1OCc2cnnn2CCCC(=O)N([C@@H](C)CO)C[C@H]1C,-2.3,-1.4,0.3,-1.3,1.2,-4,-2,0,0,-1,0
CC(=O)c1ccc(OC(=O)C2c3ccccc3Oc3ccccc32)cc1,1.8,1.5,0.2,-0.3,-0.1,-3,-1,-5,-1,2,-6
COc1ccc(C2CC(c3cccs3)=NN2C(=O)CN2CCCCC2)cc1 (stereo not given),0.3,2.1,-0.4,3.1*,/,-1,6,-11,-11,-4,0
O=C(O)c1ccccc1-c1ccc(/C=C2\SC(=O)N(c3ccccc3)C2=O)o1,1.8,1.8,0.5,0.4,-0.2,5,2,-19,-32,-4,4
COc1ccc(/C(N)=N/OC(=O)N2CCOCC2)cc1,1.6,-5.2,-0.1,-0.1,0.1,1,2,6,0,-2,-4
Cc1ccc(-n2c(-c3ccccc3)cc(=O)nc2C)cc1,-1.7,0.8,0.1,0.3,-0.1,-2,-4,6,5,2,0
CCOc1ccccc1/C=N/NC(=O)c1c(C)nc2ccc(Br)cn12,-0.3,1.8,-0.4,-1.3,0.5,2,0,-3,-9,-1,-3
C[C@H](NC(=O)c1ccccc1Cl)C(=O)OCC(=O)N1CCN(c2ccccc2)CC1,0.8,4.4,0.8,-1.1,1.1,1,0,2,-3,1,-7
COc1ccc(-n2c(=O)[nH]cc(C(=O)Nc3ccc(NC(C)=O)cc3)c2=O)cc1,-0.8,0.3,0.3,-0.7,0.0,-2,0,-1,0,-6,-2
CN(C)/C=N/c1c(C#N)nnn1Cc1ccccc1,-1.6,-1.2,-0.1,-1.3,0.7,2,1,1,0,-3,0
Cc1ccc(Cn2cccc(NS(C)(=O)=O)c2=O)cc1,-0.5,0.1,0.2,-0.7,0.9,-8,-3,-2,-38,0,-6
CC(=O)Cc1nsc(NC(=O)c2cc(-c3ccc(Cl)c(Cl)c3)oc2C)n1,-1.0,0.4,0.7,-0.8,-0.1,0,0,2,1,0,-5
Cc1ccc(S(=O)(=O)N2CCOCC2)cc1NC(=O)CSc1nnc2cc(C)c3ccccc3n12,-1.4,-2.2,-0.5,-2.2,-2.0,2,-3,-13,-19,-6,6
CCOC(=O)[C@@]12CN(C(=O)OC(C)(C)C)CC=C1N(Cc1ccc(OC)cc1)C(=O)[C@H]2CC(=O)NCCCCc1ccccc1,-2.9,-1.2,0.2,-1.9,/,-5,-3,1,3,8.7*,0
CCn1cc([N+](=O)[O-])c(C(=O)N2CCCCCC2)n1,-2.2,0.0,-0.2,-0.8,-0.4,2,0,0,-5,-3,-6
COc1ccc(NC(=O)COC(=O)CCSc2ccccc2)cc1,1.9,6.6,0.5,-0.5,-1.3,1,-3,-1,-7,-2,5
COc1cccc(NC(=O)COC(=O)CCCC2=NS(=O)(=O)c3ccccc3N2)c1,-0.7,0.7,-0.1,-0.6,0.5,-3,-1,-1,-9,-2,1

# Rewritten with two lines to a compound: entries from further up
# Under each structure: hcDAF12 agonist | hgDAF-12 ag | DAX1 inh-1 | ssDAF12 agonist | DAX1 inh-2 | MBD2 inh | SMARCA2 activ | PLC-gamma1 inh | PLC-beta3 inh | ADAM17 inh | Rev-erbA mod
Cc1ccc(S(=O)(=O)N2CCOCC2)cc1NC(=O)CSc1nnc2cc(C)c3ccccc3n12
→ -1.4 | -2.2 | -0.5 | -2.2 | -2.0 | 2 | -3 | -13 | -19 | -6 | 6
CCOc1ccccc1/C=N/NC(=O)c1c(C)nc2ccc(Br)cn12
→ -0.3 | 1.8 | -0.4 | -1.3 | 0.5 | 2 | 0 | -3 | -9 | -1 | -3

# The list continues.
SMILES,hcDAF12 agonist,hgDAF-12 ag,DAX1 inh-1,ssDAF12 agonist,DAX1 inh-2,MBD2 inh,SMARCA2 activ,PLC-gamma1 inh,PLC-beta3 inh,ADAM17 inh,Rev-erbA mod
Cc1ccc2nc(SCC(=O)Nc3ccc(C)c(Cl)c3)nc(=O)n2c1,0.1,0.1,1.4,-0.5,1.0,0,-1,-1,-9,-2,-8
COc1ccc(CN(C)CC2CCCN(CCc3ccc(F)cc3)C2)cc1OC (stereo not given),0.4,-1.2,0.3,-1.4,1.5,3,-2,-3,-4,-5,-4
Cc1[nH]c2ccccc2c1CCNC(=O)CCC(=O)c1ccccc1,-2.5,-1.9,-1.5,-1.6,-0.2,3,-2,3,-3,-1,-1
Cc1nc2ccc3[nH]snc3c2n1,1.0,4.2,-0.6,-1.1,1.3,-8,-1,-250,-306,-11,-4
O=C(OCC1CCCN2CCCCC12)c1ccc2c(c1)OCO2 (stereo not given),-2.1,3.9,0.1,-0.7,0.1,6,-3,-2,-4,-4,0
O=C(CCn1nc(-c2ccccc2)ccc1=O)NCCCN1CCCCCC1,-0.5,-1.4,0.4,-1.5,2.2,-3,-2,-1,2,-1,0
Cc1cccc(C(=O)NC(C(=O)Nc2nc(-c3ccccn3)cs2)C(C)C)c1 (stereo not given),-1.0,-4.1,-2.1,-0.8,-2.5,1,-4,-4,-10,-2,-3
CC(=O)c1ccc(NC(=S)N2CCCCCC2)cc1,1.6,2.4,1.6,-2.0,1.2,5,0,0,-6,-6,-1
O=C(CCCCC(=O)Nc1ccccc1Cl)Nc1ccccc1Cl,0.1,2.5,-0.3,-0.8,-0.2,1,-2,-1,-1,-3,3
CC(C)(C)N1CC2([N+](=O)[O-])CN(C(C)(C)C)CC([N+](=O)[O-])(C1)C2,0.2,1.5,0.8,-1.4,-0.4,-5,0,1,-4,3,6
O=C(COc1ccc(-n2cnnn2)cc1)NCCc1ccc(F)cc1,-1.4,1.7,-0.8,-0.8,-0.7,-5,1,0,2,-2,9
O=C(OCc1ccccc1Cl)C1CC(=O)N(Cc2ccco2)C1 (stereo not given),-1.3,1.4,-0.8,-0.8,0.8,3,-3,1,-1,-4,5
CC(=NNC(=S)Nc1ccccc1Cl)c1ccccn1,-0.7,-7.3,-6.3,-2.2,-4.5,-4,4,-1,-1,2,-2
Cc1csc(=O)n1CC(=O)OCC(=O)NNC(=O)c1ccccc1,-0.8,-0.1,0.0,-1.1,0.4,-1,0,-2,-10,-7,0
CC(=O)Nc1cc(-c2ccc(F)cc2)cn2c(-c3ccc(S(C)(=O)=O)cc3)cnc12,0.1,0.6,-1.8,-1.1,/,-1,4,-219,-298,-85,-6
Cc1cccc(Cc2nnc(CCC(=O)N(CC3CC3)CC3CCCO3)o2)c1 (stereo not given),1.9,12*,0.2,-0.8,3.4,2,6,2,2,-1,6
CC(C)c1ccccc1OCC(=O)N(C)CC(=O)Nc1ccc(F)cc1,-1.8,-1.4,-2.2,-0.8,-1.1,-2,1,2,-4,-1,-5
